FEN1 inhibitor: inhibitors of human flap endonuclease 1; P39748; Recombinant FEN1 flap cleavage, fluorescence, 15 min; Potency, µM (titrated, usually from 114 µM), for the others: at the highest dose activity change, negative = inhibition, actives largely listed as inhibitors; 390,000 compounds, 0.35% hits; further: nearly all actives have a fitted effect of over 65% in size
Target sequence (P39748 whole entry, looked up): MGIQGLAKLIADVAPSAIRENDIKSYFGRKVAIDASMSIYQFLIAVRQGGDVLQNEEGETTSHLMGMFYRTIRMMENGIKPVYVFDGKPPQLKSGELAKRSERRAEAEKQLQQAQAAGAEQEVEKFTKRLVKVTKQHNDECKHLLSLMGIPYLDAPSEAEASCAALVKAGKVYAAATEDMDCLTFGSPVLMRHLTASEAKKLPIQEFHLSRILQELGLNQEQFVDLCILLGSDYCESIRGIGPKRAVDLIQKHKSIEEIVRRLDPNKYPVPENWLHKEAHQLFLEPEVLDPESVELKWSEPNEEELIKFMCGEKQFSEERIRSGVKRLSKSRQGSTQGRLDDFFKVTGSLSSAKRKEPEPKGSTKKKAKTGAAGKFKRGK
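Quantitative HTS format: each compound was titrated, incubated with 10 nM nuclease for 15 min at room temperature, then challenged with flap substrate at 50 nM final. Signal change over 15 min gave concentration–effect curves.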
KAT2A inh: inhibitors of human GCN5L2 histone acetyltransferase; Q92830; GCN5L2 HAT assay, ThioGlo1 CoA-SH fluorescence; Potency, µM (series often up to 58.9 µM), without a hit: at the highest dose activity change, negative = inhibition, hits mostly inhibitors; 390,000 compounds, 0.21% hits
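Free CoA generated was detected with ThioGlo1 (50uM) fluorescence at Ex340nm/Em540nm, read immediately and after 20 min at room temperature. Enzyme, 20 nM in HEPES pH 7.5 buffer, saw compounds 15 min before adding 75uM H3(1-25) peptide and 70uM acetyl-CoA.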
TDP1 cell CPT: DT40-hTDP1 cell growth loss with CPT; chicken DT40 Tdp1-/-;hTDP1 cells + 20 nM CPT, ATP luminescence, 48 h; Potency, µM (highest dose often 46.2 µM), inactives show at the highest dose activity change, negative = growth inhibition, usual class: inhibitors; 420,000 compounds, 12% hits; further: nearly all actives have a fitted effect of over 55% in size
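Cell growth measured by CellTiter-Glo luminescence after a minimum 48 h, 37 C compound exposure with 20 nM CPT in Tdp1-knockout DT40 cells stably expressing hTDP1, seeded 400/well; qHTS titration format.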
An asterisk follows results filed as active; ? = inconclusive; . = not tested or not shown; [ ] = remark or other dose. The call rests on the fitted dose curve; in most records, active means well fitted curve in the direction sought with a large enough effect; inconclusive means small, poorly fitted or top-dose-only effect, or another doubt; inactive means no such curve, though single readings can be large; an effect the other way counts as inactive or inconclusive. On the % scale 0 is the no-effect control and ±100 the full control effect; potency means the concentration at half of the fitted maximal effect.

Structure | FEN1 inhibitor | KAT2A inh | TDP1 cell CPT
CCN(C(=O)Cn1nc(C)c([N+](=O)[O-])c1C)C1CCS(=O)(=O)C1 (configuration not stated) | 2% | -1% | -1%
COc1ccc(CNC(=O)C(=O)NCC2OCCN2S(=O)(=O)c2ccc3c(c2)OCCO3)cc1 (configuration not stated) | 6% | 0% | ?
Cc1cc2oc(=O)cc(CN3CCCCC3)c2cc1C(C)C | -3% | -17% | ?
CCc1nc2cccnc2n1-c1ccc(CC(=O)Nc2c(C)cccc2C)cc1 | 17% | 7% | ?
CC1=CC(C)C2(CO)COC(c3cccnc3)C1C2C (configuration not stated) | 3% | 1% | -16%
COc1cc(NC(=O)CSc2nnc3c4ccccc4n(C)c3n2)cc(OC)c1OC | -17% | . | 8%
Cc1ccc[n+](CC(=O)Nc2cc(C(F)(F)F)ccc2Cl)c1 | -3% | -14% | -5%
COc1ccc(-c2csc(N(CCCN3CCOCC3)C(=O)c3ccco3)n2)cc1 | ? | -5% | 18µM*
CC(C)[C@H](NC(=O)[C@@H]1CSC2c3ccccc3C(=O)N21)C(=O)NC1CCCCC1 (some centres not stated) | -10% | -10% | ?
CCOc1ccccc1/C=C(/NC(=O)c1ccccc1)C(=O)NCC(=O)O | -3% | -2% | 6%
CCOC(=O)C(=N/O)/C(C)=N/NC(=O)C(=O)Nc1ccc(Cl)cc1 | -14% | 1% | 4.1µM*
O=C1CN(C(=O)CCCc2c[nH]c3ccccc23)c2ccccc2N1 | -11% | -7% | ?
COc1ccc(/C=N/N=C2\SC(CC(=O)O)C(=O)N2c2ccccc2)cc1 (configuration not stated) | -6% | 1% | -3%
COCCNCCCOc1ccc(Cl)cc1Br | 3% | 0% | ?
Cc1cccc(-n2nc([N+](=O)[O-])c(=NCc3cccnc3)n2O)c1 | 6% | -4% | 12µM*
CCCOc1ccc(-c2c(C(=O)N/N=C/c3ccccc3OCC)nnn2-c2nonc2N)cc1 | 1% | -6% | -30%
c1ccc(Oc2cccc(OCCCCSc3ncccn3)c2)cc1 | 1% | 4% | -13%
CCCc1cc(CNC(=O)C2CCC(=O)N(Cc3ccccc3F)C2)on1 (configuration not stated) | 2% | 0% | 0%
O=C(CN1CCN(C2CCCCC2)C(=O)C1=O)Nc1ccc(Cl)cc1 | -2% | 33%[activator] | ?
CCOC(=O)C1C(c2ccccc2)C(C(=O)OCC)C1c1ccccc1 (configuration not stated) | -14% | 1% | 13%

Grouped by structure, those above with a carbonyl joined to an NH by a bond outside any ring
Structure | FEN1 inhibitor | KAT2A inh | TDP1 cell CPT
COc1ccc(CNC(=O)C(=O)NCC2OCCN2S(=O)(=O)c2ccc3c(c2)OCCO3)cc1 (configuration not stated) | 6% | 0% | ?
CCc1nc2cccnc2n1-c1ccc(CC(=O)Nc2c(C)cccc2C)cc1 | 17% | 7% | ?
COc1cc(NC(=O)CSc2nnc3c4ccccc4n(C)c3n2)cc(OC)c1OC | -17% | . | 8%
Cc1ccc[n+](CC(=O)Nc2cc(C(F)(F)F)ccc2Cl)c1 | -3% | -14% | -5%
CC(C)[C@H](NC(=O)[C@@H]1CSC2c3ccccc3C(=O)N21)C(=O)NC1CCCCC1 (some centres not stated) | -10% | -10% | ?
CCOc1ccccc1/C=C(/NC(=O)c1ccccc1)C(=O)NCC(=O)O | -3% | -2% | 6%
CCOC(=O)C(=N/O)/C(C)=N/NC(=O)C(=O)Nc1ccc(Cl)cc1 | -14% | 1% | 4.1µM*
CCCOc1ccc(-c2c(C(=O)N/N=C/c3ccccc3OCC)nnn2-c2nonc2N)cc1 | 1% | -6% | -30%
CCCc1cc(CNC(=O)C2CCC(=O)N(Cc3ccccc3F)C2)on1 (configuration not stated) | 2% | 0% | 0%
O=C(CN1CCN(C2CCCCC2)C(=O)C1=O)Nc1ccc(Cl)cc1 | -2% | 33%[activator] | ?

Later entries.
Structure | FEN1 inhibitor | KAT2A inh | TDP1 cell CPT
Cc1ccc(COC(=O)c2ccc3c(c2)C(=O)N(CCCN2CCOCC2)C3=O)cc1 | -14% | -9% | 4%
O=C(Cc1ccccc1)N/N=C/c1cccn1-c1ccc([N+](=O)[O-])cc1 | 0% | -7% | ?
O=C(NCCc1ccc(C(F)(F)F)cc1)C1COc2ccccc2O1 (configuration not stated) | 5% | -10% | ?
COC(=O)CN1C(=O)CSc2ccc(S(=O)(=O)Nc3ccc(F)c(Cl)c3)cc21 | -4% | 2% | ?
Cc1cc(C(=O)OCC(=O)N2CCC(c3ccccc3)=N2)ccc1[N+](=O)[O-] | 0% | -4% | -1%
CC(C)(CNC(=O)c1ccc(-c2cccc(C(F)(F)F)c2)o1)N1CCOCC1 | 11% | -29% | ?
COc1ccc(NC(=O)N(C)C[C@H]2Oc3ccc(NS(=O)(=O)c4cccs4)cc3C(=O)N([C@@H](C)CO)C[C@@H]2C)cc1 | -4% | -4% | ?
Cc1cc(C)nc(N/C(=N\S(=O)(=O)Cc2ccccc2)Nc2ccc(F)c(Cl)c2)n1 | 0% | -3% | 18µM*
Cc1cc(C)c2c(=O)cc(C(=O)NCc3ccccc3)oc2c1 | 6% | 18% | 4%
Cc1ccnc(NC2(C(F)(F)F)N=C(c3ccccc3)NC2=O)c1 (configuration not stated) | 3% | 1% | -4%
COc1ccc(S(=O)(=O)N2CCOCC2)cc1NC(=O)COC(=O)C1CCC1 | -2% | -9% | -18%
COC(=O)c1ccc(-c2nc3ccccc3[nH]2)cc1 | -13% | -15% | ?
CCCOc1ccc(CC2CCC(=O)NC2=O)cc1 (configuration not stated) | 7% | 14% | -17%
O=C(NC1CC1)c1scc2c1OCCO2 | -2% | 1% | -15%
NC(=O)c1nsc(C(=O)N(c2ccccc2)C(C(=O)NCc2ccc(F)cc2)c2ccc(O)cc2)c1N (configuration not stated) | -8% | 1% | 21µM*
Cc1ccc(NC(=O)c2nc[nH]c2C(=O)NC2CCN(C(=O)OC(C)(C)C)CC2)cc1 | -1% | -1% | ?
Cc1ccccc1C(=O)Nc1nnc(S(=O)(=O)N(C)c2ccc(Cl)cc2)s1 | 5% | -8% | ?
CCC(Sc1nc2ccncc2[nH]1)C(=O)Nc1ccc(C)c(Cl)c1 (configuration not stated) | -25% | -1% | -2%
Cc1cccc(OCC(=O)Nc2cc(C)ccc2O)c1 | -5% | -9% | ?
Cc1ccccc1NC(=O)CSc1nnc(C2CC2)n1CC1CCCO1 (configuration not stated) | 3% | -3% | 3%
COc1cccc(CN2C(=NC(=O)C3CC3)SC3CS(=O)(=O)CC32)c1 (configuration not stated) | -6% | -22% | 1%
CC(C)C1CC(CCNCc2ccc(N(C)C)cc2)(c2ccccc2)CCO1 (configuration not stated) | -11% | -4% | 7.3µM*
CCOc1ccc(CN(C)Cc2cc(=O)oc3cc(C)c(Cl)cc23)cc1 | -6% | 1% | -20%
Cc1csc(NC(=O)CN2C(=O)COc3ccc(Cl)cc32)n1 | -1% | -11% | -15%
CCN(CC)CC(=O)NC1CCCc2c1cnn2-c1cc(F)cc(F)c1 (configuration not stated) | -13% | . | -2%
CCC(CC)C(=O)Nc1cccc(C(=O)Nc2ccc3c(c2)OCO3)c1 | 4% | -5% | 26µM*
Cn1c(CCC(=O)OCC(=O)NCc2ccc3c(c2)OCO3)nc(=O)c2ccccc21 | -5% | 0% | -1%
O=C(O)CSc1nc(-c2ccc(Cl)cc2)nc2c1oc1ccccc12 | -16% | -17% | ?
COc1ccc(C(=O)COC(=O)c2cc(S(=O)(=O)NCc3ccccc3)ccc2O)cc1 | 4% | -9% | ?
COC(=O)N1CCC2(CCCN(c3ccc(-c4ccccc4)cc3)C2)CC1 | . | -14% | -2%
CC1CCN(Cc2c(O)ccc3c2O/C(=C\c2ccco2)C3=O)CC1 | 4% | -29% | -3%
Cc1cc(C)cc(NC(=O)Cn2cc(C=O)c3ccccc32)c1 | 0% | -22% | -21%
C=CCn1c(SCC(=O)Nc2ccccc2)nc2scc(-c3cccs3)c2c1=O | -6% | -7% | ?
CCc1ccc(NC(=O)CSc2nnc(Cc3cccn3C)n2-c2ccc(OC)cc2)cc1 | -10% | -1% | -26%
COc1cccc(NC(=O)c2nc(S(C)(=O)=O)ncc2Cl)c1 | -6% | -4% | 1µM*
O=C(Nc1cc(C(F)(F)F)ccc1Cl)c1ccc(NC(=O)C(F)(F)F)cc1 | -3% | 1% | -30%
Cc1cccc2cc(CN(Cc3ccccc3)Cc3nnnn3Cc3ccccc3)c(=O)[nH]c12 | -6% | . | ?
COc1ccc(-c2ccnc(-c3ccc(O)cc3)n2)cc1 | -13% | -1% | 1.6µM*
CCOC(=O)COn1c(=O)c(-c2ccc(C)cc2)[n+]([O-])c2ccccc21 | -4% | 13% | -2%
CCc1cccc(C)c1NS(=O)(=O)c1ccc(-c2cc(C)no2)s1 | 3% | 5% | 0.41µM*

Further results follow.
Value order – FEN1 inhibitor, KAT2A inh, TDP1 cell CPT
O=c1c(N2CCN(c3cccc(C(F)(F)F)c3)CC2)csc2ccc(Cl)cc12
  5%, -15%, ?
OC(COc1ccc2c(c1)OCO2)CN1CCc2ccccc2C1 (configuration not stated)
  3%, -3%, ?
CCc1cccc(C)c1NC(=O)CN1CCCN(Cc2ccccc2Cl)S1(=O)=O
  -13%, -4%, ?
CC(C)Cc1nnc(NC(=O)c2ccncc2)s1
  -2%, -1%, -8%
CC(=O)c1ccc(-c2ccccc2OC(F)(F)F)o1
  -1%, -20%, -4%
COc1cc(/C=C2\Oc3ccc(C#Cc4ccc(O)cc4)cc3C2=O)cc(OC)c1
  -11%, -5%, ?
CCCC(=O)N(c1ccc(OCC)cc1)C1C=CS(=O)(=O)C1 (configuration not stated)
  -13%, -3%, -14%
CCOC(=O)c1cccc(NC(=O)Cc2ccc(NC(=O)N3CCCCc4ccccc43)cc2)c1
  12%, -13%, 5.2µM*
CCCS(=O)(=O)C(=C(Nc1ccccc1)Nc1ccccc1)S(=O)(=O)CCC
  -4%, -4%, -25%
CCc1ccc(NC(=O)CN2C(=O)C3CCCN3c3ccc(S(=O)(=O)N(CC)CC)cc32)cc1 (configuration not stated)
  2%, 17%, ?
O=C(Nc1ccc2oc(=O)ccc2c1)c1ccc2ccccc2c1
  -6%, -7%, -29%
COc1ccc(/C=C(\NC(=O)c2ccccc2)C(=O)OC[C@@H]2CCC[N+]3(C)CCCCC23)cc1OC (some centres not stated)
  -8%, -12%, 4%
COc1ccc(C(C)(C)C)cc1S(=O)(=O)N1CCN(C)CC1
  -5%, -3%, -26%
O=C(c1ccc2snnc2c1)N1CCSCC1
  -6%, -1%, 2%
CCOC(=O)N1CCN(C(=O)CN(c2cccc(C)c2)S(=O)(=O)c2ccc(C)cc2)CC1
  -15%, -12%, -7%
C=CC(C)Sc1nc2c(c(=O)n(C)c(=O)n2C)n1Cc1ccccc1Cl (configuration not stated)
  3%, -19%, ?
O=C(c1ccc([N+](=O)[O-])cc1)N1CCCC1
  0%, 0%, 1%
CCN(C(=O)COC(=O)c1ccc([N+](=O)[O-])o1)c1cccc2ccccc12
  28µM*, -2%, -28%
COc1ccc(-c2nc3c(s2)CN(S(C)(=O)=O)CC3)cc1OC
  4%, 3%, 13%
COc1ccccc1N1CCN(C(=O)c2cc3c(=O)n(Cc4cccnc4)ccc3nc2C)CC1
  2%, -5%, -1%
CCN(CC)C(=O)c1sc(NC(=O)C(C)Sc2nc(-c3ccccc3)cc(C(F)(F)F)n2)c(C(=O)OC)c1C (configuration not stated)
  -25%, -13%, 7.3µM*
CCNc1nc(N)nc(Oc2ccc(OCCOc3ccc(Cl)cc3Cl)nn2)n1
  2%, 4%, -9%
CCOCCCNC(=O)N[C@H](C(=O)OC)C(C)CC (some centres not stated)
  13%, 3%, 1%
COc1ccccc1Oc1cc(-n2nc(C)cc2C)ncn1
  -12%, 2%, 0%
COc1ccccc1C(=O)NCC(=O)NCCCN1CCOCC1
  3%, 2%, -1%
CC(NC(=O)COC(=O)Cc1ccsc1)c1ccccc1 (configuration not stated)
  -4%, 1%, -10%
CCOc1ccc(NC(=O)CN(C)C(=O)c2ccc(NC3CC3)c([N+](=O)[O-])c2)cc1OCC
  13%, 2%, -19%
Cc1cc2c(cc1S(=O)(=O)NCCc1ccc(Cl)cc1)OCC(=O)N2
  -5%, -12%, -10%
COCC(=O)Nc1nnc(-c2cccs2)s1
  1%, -10%, -9%
O=C(CSc1nnc(-c2ccc(O)cc2)o1)Nc1ccc2c(c1)OCCO2
  -5%, 1%, 1%
COc1cccc2c1C(=O)c1c(O)c3c(c(O)c1C2=O)CC(O)(C(=O)CO)CC3OC1CC(N(C)C)C(O)C(C)O1 (configuration not stated)
  18µM*, ., 0.015µM*
COc1cccc(OC)c1C(=O)NC(C)c1ccccc1 (configuration not stated)
  -10%, 0%, 5%
Cc1ccccc1N1CC(C(=O)N2CC(C)CC(C)C2)CC1=O (configuration not stated)
  1%, -5%, -3%

Source: PubChem (National Center for Advancing Translational Sciences (NCATS))

A portion of the library; count on the stated rates, not on these rows.
